Bioassay records (PubChem)
HT1080 cytotoxicity: HT1080 cell viability loss – fluorescence readout (AID 620) | HT1080 viability, fluorescence; higher % means a stronger effect | cytotoxicity, % at 10 µM, or EC50 in µM where a hit was titrated | 87,000 compounds, 0.42% hits;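 further: cells exposed to compound overnight then 4 h with Alamar Blue; 0% = vehicle DMSO and 100% = killing control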
Bfl-1 inhibitors: Bfl-1 inhibitors, primary screen, biochemical, fluorescence polarization, FITC-Bid, mouse (AID 432) | FITC-Bid BH3 peptide fluorescence polarization displacement; higher % means a stronger effect | one-dose displacement, % at 20 µM; IC50 in µM for titrated hits | 64,000 compounds, 0.02% hits; in the data active means a potency from the dose series; inactive means the rest, 99 in 100 with displacement below about 15%; further: strong numbers were not always called active
Spn DPM-DC inh: blocks S. pneumoniae diphosphomevalonate decarboxylase. purified DPM-DC, PK/LDH coupled NADH fluorescence. calls only at 10 µM. 65,000 compounds, 0.49% hits. AID 556;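 active means the 320 compounds with the highest percent inhibition in the single-dose primary screen, excluding strongly autofluorescent ones, cut at about 32% in these data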;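 further: kinetic rate of NADH fluorescence loss reporting ADP formed by the decarboxylase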
LYP phosphatase: LYP phosphatase inhibitors, primary screen, biochemical, DiFMUP fluorescence, recombinant catalytic domain, 10 µM (AID 606). recombinant LYP catalytic domain, DiFMUP fluorescence; higher % means a stronger effect. inhibition, % at 10 µM; hits with a dose series show IC50 in µM. 52,000 tested, under 10 active;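 active means IC50 under 40 µM in the dose-response test; inactive means IC50 of 40 µM or more, or never dose-tested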
HPDE-C7 cytotoxicity: HPDE-C7 pancreatic duct cell viability loss – fluorescence, HTS (AID 430); one-dose cytotoxicity, % at 10 µM; EC50 in µM for titrated hits; HPDE-C7 pancreatic duct cells viability, fluorescence; higher % means a stronger effect; 63,000 compounds, 1.8% hits;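 further: cells exposed to compound for 48 hours before viability readout; 0% = vehicle and 100% = reference cytotoxic drug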
PMK inhibit: blocks S. pneumoniae phosphomevalonate kinase. 65,000 compounds, 0.49% hits. purified PMK, PK/LDH-coupled NADH absorbance 340 nm. inhibition, % at 10 µM;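 active means top-ranked compounds by inhibition in the single 10 µM screen, taking a fixed number of the strongest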;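 further: 0% = full reaction with DMSO carrier and 100% = background rate without enzyme reaction; no value below 0 was filed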
TNAP inhibition: human TNAP enzyme inhibitors, biochemical, luminescent (AID 518). purified TNAP enzyme, luminescent substrate readout; higher % means a stronger effect. one-dose inhibition, % at 20 µM; IC50 in µM for titrated hits. 64,000 compounds, 0.09% hits; in the data active means a potency from the dose series; inactive means the rest, 99 in 100 with inhibition below about 22%;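 further: plate controls were vehicle for no effect and reference inhibitor for full effect; many of its hits are not listed in these tables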
HPDE-C7K KRASV12: cytotoxicity in KRAS-transformed pancreatic duct cells, primary screen, cell-based, fluorescence, HTS (AID 431). HPDE-C7K KRASV12 cells, Alamar Blue viability, 48 h; higher % means a stronger effect. cytotoxicity, % at 10 µM, or EC50 in µM where a hit was titrated. 63,000 compounds, 1.7% hits;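 active means compounds whose percent cytotoxicity in the single-dose primary screen, scaled between solvent and toxic-drug controls, exceeds 50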;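 further: 0% = DMSO solvent wells and 100% = doxorubicin-treated wells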
Spn MK inh: blocks S. pneumoniae mevalonate kinase; purified MK, PK/LDH-coupled NADH absorbance 340 nm; inhibition, % at 10 µM; 65,000 compounds, 0.48% hits;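 active means ranked among the strongest by inhibition in the single 10 µM screen, a fixed top-ranked set picked for dose follow-up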; further: no value below 0 was filed
PMK inhibit pilot replicates: second read-out of PMK inhibit, no call of its own (marks repeat the call); inhibition, %; measured here: pilot screen replicates
Spn MK inh pilot replicates: further read-out of Spn MK inh, marked with its call; inhibition, %; measured here: pilot screen replicates
Spn DPM-DC inh pilot screen %: further read-out of Spn DPM-DC inh, marked with its call; inhibition, %; measured here: pilot screen trials
An asterisk follows results filed as active; i = inactive; · = not tested or not shown. Unless noted, no stated cut-off is given here; in the data, active means cytotoxicity above about 50%; inactive means the rest.

SMILES	HT1080 cytotoxicity	Bfl-1 inhibitors	Spn DPM-DC inh	LYP phosphatase	HPDE-C7 cytotoxicity	PMK inhibit	TNAP inhibition	HPDE-C7K KRASV12	Spn MK inh	others
COc1ccc(C(=O)C(c2ccccc2)N2CCOCC2)cc1 (stereo not given)	-14%	-3%	i	12%	-5%	12	8%	-2%	5
CCN(CC)C(=O)Nc1cnc2ccccc2c1	6%	-5%	i	7%	-16%	14	18%	-29%	4
COc1cccc(-c2nnc3n2N=C(C(C)(C)C)CS3)c1	20%	-7%	i	0%	10%	23	8%	4%	9
Cc1ccc(N(CC(=O)Nc2ccc(F)c(Cl)c2)S(=O)(=O)c2c(C)noc2C)cc1	1%	31%	i	·	-2%	8	6%	6%	5
CCOC(=O)c1cn(CC)c2ccc(S(=O)(=O)N3CC(C)CC(C)C3)cc2c1=O (stereo not given)	2%	-14%	i	8%	-2%	17	13%	-3%	0
CCOC(=O)N1CCN(C(=O)C2CCN(Cc3nc(-c4ccccc4C)oc3C)CC2)CC1	-1%	0%	i	5%	10%	7	3%	10%	6
CCc1nnc(SCc2ccc(OC(C)C)cc2)n1N	29%	1%	i	·	-18%	10	10%	-4%	7
CCc1nc(SCC(=O)N2CCN(C(=O)c3ccco3)CC2)c2c3c(sc2n1)CCCC3	7%	-5%	i	·	3%	7	6%	-2%	9
O=C(Nc1cccc(NS(=O)(=O)c2ccc(S(=O)(=O)NC3CC3)cc2)c1)c1ccccn1	-14%	1%	i	·	0%	0	14%	-8%	6
Cc1cc(NC(=O)CSc2ccc3nnc(-c4cccc(F)c4)n3n2)no1	2%	-10%	i	5%	-24%	16	21%	0%	8	PMK inhibit pilot replicates=0.0;Spn MK inh pilot replicates=0.5;Spn DPM-DC inh pilot screen %=9.5
CCn1nnnc1SCC(=O)c1ccc(NC(C)=O)cc1	6%	1%	i	·	-2%	0	6%	0%	7
COc1ccccc1C1/C(=C(\O)c2c(C)nc3c(C)cccn23)C(=O)C(=O)N1CCCN(C)C (stereo not given)	20%	6%	i	-3%	-23%	0	11%	-14%	9	PMK inhibit pilot replicates=3.0;Spn MK inh pilot replicates=0.0;Spn DPM-DC inh pilot screen %=3.5
O=c1cc(Nc2ccc3c(c2)OCO3)[nH]c(=O)n1-c1ccc(Br)cc1	-4%	9%	i	·	2%	5	4%	8%	3
CC(=O)N(Cc1cccs1)C1CCOC(C)(C)C1 (stereo not given)	3%	-4%	i	6%	4%	12	0%	-19%	4
COc1ccccc1N1CCN(C(=O)Cn2nc(C(F)(F)F)c3c2CCC3)CC1	-6%	-1%	i	18%	7%	8	12%	-2%	7
Clc1ccccc1CN(Cc1ccccc1)c1ncnc2nc[nH]c12	-10%	-4%	i	·	83%*	0	6%	115%*	5
CC(C)[C@H](NC(=O)NC1CCCc2ccccc21)C(=O)O (stereo not given in full)	-9%	-1%	i	·	·	3	6%	·	1
COC1(OC)N=C(N)C2(C#N)C(c3cccc(Oc4ccccc4)c3)C12C#N (stereo not given)	0%	-2%	i	-3%	1%	11	8%	2%	0
CN(C)c1ccc(/C=N/n2ncc3ccccc32)cc1	-3%	2%	i	-2%	-22%	0	-2%	-3%	7
COC(=O)c1ccc(NC(=O)CSc2n[nH]c(-c3ccncc3)n2)cc1	-9%	-4%	i	4%	-14%	9	16%	-2%	8
COc1ccc(-c2nn(C)c(=O)c3ccccc23)cc1CNC(=O)CN1CCOCC1	0%	·	i	11%	·	4	·	·	5
CCCCNS(=O)(=O)c1ccc2nc(SCC(=O)Nc3sccc3C#N)[nH]c2c1	-6%	5%	i	·	89%*	2	8%	81%*	0
COc1ccc(N(C(=O)C(C)C)S(=O)(=O)c2ccc3c(c2)n(C)c(=O)n3C)cc1	15%	-9%	i	14%	1%	2	3%	8%	3
COC(=O)c1ccc(NC2(C#N)C(=O)Nc3ccccc32)cc1 (stereo not given)	-39%	2%	i	-13%	-39%	3	8%	-33%	0	PMK inhibit pilot replicates=0.0;Spn MK inh pilot replicates=0.0;Spn DPM-DC inh pilot screen %=0.5
O=C(C1CCN(S(=O)(=O)c2cccc3cccnc23)CC1)N1CCN(C2CCCCC2)CC1	3%	2%	i	·	-4%	8	14%	8%	9	PMK inhibit pilot replicates=2.0;Spn MK inh pilot replicates=0.5;Spn DPM-DC inh pilot screen %=0.0

Continued, starting with the last 2 of the part before.
SMILES	HT1080 cytotoxicity	Bfl-1 inhibitors	Spn DPM-DC inh	LYP phosphatase	HPDE-C7 cytotoxicity	PMK inhibit	TNAP inhibition	HPDE-C7K KRASV12	Spn MK inh	others
COC(=O)c1ccc(NC2(C#N)C(=O)Nc3ccccc32)cc1 (stereo not given)	-39%	2%	i	-13%	-39%	3	8%	-33%	0	PMK inhibit pilot replicates=0.0;Spn MK inh pilot replicates=0.0;Spn DPM-DC inh pilot screen %=0.5
O=C(C1CCN(S(=O)(=O)c2cccc3cccnc23)CC1)N1CCN(C2CCCCC2)CC1	3%	2%	i	·	-4%	8	14%	8%	9	PMK inhibit pilot replicates=2.0;Spn MK inh pilot replicates=0.5;Spn DPM-DC inh pilot screen %=0.0
CC1(C)CC(O)(CCNCc2ccc3c(c2)OCO3)CCO1 (stereo not given)	-1%	-2%	·	8%	5%	·	19%	12%	·
COc1cc(NC(=O)c2nnn(Cc3ccc(SC)cc3)c2N)cc(OC)c1	-5%	1%	i	9%	14%	1	8%	11%	1
Cc1cc(C)n(C(=O)CNC(=O)C2COc3ccccc3O2)n1 (stereo not given)	-3%	0%	i	·	-6%	6	14%	6%	2	PMK inhibit pilot replicates=3.5;Spn MK inh pilot replicates=1.5;Spn DPM-DC inh pilot screen %=1.5
CCN(CC)S(=O)(=O)c1cccc(-c2nnc(SCc3ncc(-c4ccccc4)o3)n2C)c1	1%	-5%	i	0%	·	15	13%	·	10
COc1ccccc1NC(=O)CN1C(=O)NC(CC(C)C)C1=O (stereo not given)	-6%	-2%	i	·	6%	18	-2%	-3%	19
Cc1cccn2cc(CCNC(=O)c3ccc(Br)o3)nc12	-1%	0%	i	·	11%	4	0%	0%	5
Cc1ccc(-c2cc(-c3ccc(C)o3)nc(N)c2C#N)cc1	-7%	-2%	·	12%	21%	0	8%	-2%	12
CCN(CC(=O)NC1CCS(=O)(=O)C1)C(=O)C(c1ccccc1)c1ccccc1 (stereo not given)	2%	-8%	i	4%	-21%	0	5%	-25%	9	PMK inhibit pilot replicates=4.0;Spn MK inh pilot replicates=0.5;Spn DPM-DC inh pilot screen %=3.0
N#CC1=C(N)N2C(=C(C#N)C13CCN(Cc1ccccc1)CC3)Nc1ccccc12	2%	0%	i	10%	·	4	10%	·	6
O=S1(=O)N=C2CCCN2C(c2ccc(F)cc2)N1 (stereo not given)	-6%	2%	i	·	10%	3	6%	5%	6
COC(=O)CN1C(=O)C(O)(CC(=O)c2ccc(C)cc2)c2cc(Br)ccc21 (stereo not given)	·	4%	i	·	-40%	3	11%	-32%	6	PMK inhibit pilot replicates=3.0;Spn MK inh pilot replicates=1.5;Spn DPM-DC inh pilot screen %=0.0
CCN(CC)S(=O)(=O)c1ccc(NC2c3ccccc3C(=O)N2Cc2ccc3c(c2)OCO3)cc1 (stereo not given)	-6%	-8%	i	8%	-19%	0	0%	-6%	6
O=C1c2ccccc2C(=O)N1c1cccc(-c2nc3ccccc3o2)c1	-6%	3%	i	22%	10%	1	7%	33%	4	PMK inhibit pilot replicates=0.0;Spn MK inh pilot replicates=0.0;Spn DPM-DC inh pilot screen %=0.5
CS(=O)(=O)N1CCN(c2ccccc2NC(=O)c2ccc(-c3ccc(Cl)cc3Cl)o2)CC1	6%	-5%	i	9%	1%	3	7%	-11%	0	PMK inhibit pilot replicates=0.0;Spn MK inh pilot replicates=0.0;Spn DPM-DC inh pilot screen %=0.0
Cc1ccc2cc(CN(Cc3ccc(F)cc3)Cc3nnnn3C3CCCC3)c(=O)[nH]c2c1	2%	-8%	i	6%	23%	10	14%	32%	6	PMK inhibit pilot replicates=0.0;Spn MK inh pilot replicates=0.0;Spn DPM-DC inh pilot screen %=0.0
CCN1CCN(C(=O)c2cc3c(-c4ccc(Cl)cc4)nn(C)c3s2)CC1	7%	0%	i	-2%	1%	0	7%	-4%	0
COc1ccc(N(Cc2cc3ccccc3[nH]c2=O)C(=O)C2CCCO2)cc1 (stereo not given)	6%	-2%	i	-7%	-2%	0	12%	15%	12
Cc1ccc(-n2c(SCC(=O)Nc3ccc4c(c3)OCO4)nnc2-c2ccoc2C)cc1	20%	0%	i	·	36%	9	11%	17%	0
CCCOc1ccc(N2C(=O)CC(N(CCC)C(=O)CCC(=O)O)C2=O)cc1 (stereo not given)	-15%	0%	i	4%	-10%	9	8%	-6%	8
COc1cc(NC(=O)c2csc3c2CCCC3)ncn1	0%	1%	i	17%	-9%	12	6%	-9%	9
O=C(CSc1ccc(Cl)cc1)Nc1ccc(N2CCN(C(=O)c3ccco3)CC2)cc1	2%	4%	i	5%	0%	10	13%	-6%	5
CCOc1ncccc1C(=O)Nc1ccc(Cl)cc1	-3%	3%	i	·	-21%	18	17%	-14%	10	PMK inhibit pilot replicates=4.5;Spn MK inh pilot replicates=0.5;Spn DPM-DC inh pilot screen %=0.0
CCN1C(=O)CSc2ccc(C(=O)NC3CCCCC3)cc21	6%	-1%	i	8%	-8%	14	6%	-6%	2

Grouped by structure, the entries above containing a furan ring, fused or not.
SMILES	HT1080 cytotoxicity	Bfl-1 inhibitors	Spn DPM-DC inh	LYP phosphatase	HPDE-C7 cytotoxicity	PMK inhibit	TNAP inhibition	HPDE-C7K KRASV12	Spn MK inh	others
CCc1nc(SCC(=O)N2CCN(C(=O)c3ccco3)CC2)c2c3c(sc2n1)CCCC3	7%	-5%	i	·	3%	7	6%	-2%	9
Cc1cccn2cc(CCNC(=O)c3ccc(Br)o3)nc12	-1%	0%	i	·	11%	4	0%	0%	5
Cc1ccc(-c2cc(-c3ccc(C)o3)nc(N)c2C#N)cc1	-7%	-2%	·	12%	21%	0	8%	-2%	12
CS(=O)(=O)N1CCN(c2ccccc2NC(=O)c2ccc(-c3ccc(Cl)cc3Cl)o2)CC1	6%	-5%	i	9%	1%	3	7%	-11%	0	PMK inhibit pilot replicates=0.0;Spn MK inh pilot replicates=0.0;Spn DPM-DC inh pilot screen %=0.0
Cc1ccc(-n2c(SCC(=O)Nc3ccc4c(c3)OCO4)nnc2-c2ccoc2C)cc1	20%	0%	i	·	36%	9	11%	17%	0
O=C(CSc1ccc(Cl)cc1)Nc1ccc(N2CCN(C(=O)c3ccco3)CC2)cc1	2%	4%	i	5%	0%	10	13%	-6%	5

An unsorted share of the library. Share with any hit: about 3.4%.
